# Screening data from PubChem BioAssay.
# GCN5L2 inh = qHTS Assay for Inhibitors of GCN5L2 | GCN5L2 HAT assay, ThioGlo1 CoA-SH fluorescence | Potency, µM (doses to about 58.9 µM), without a hit: top-dose activity change, negative = inhibition, most hits filed as inhibitors | 0.21% of 390,000 active | AID 504327, 2011
# Target sequence (Q92830 whole entry, looked up): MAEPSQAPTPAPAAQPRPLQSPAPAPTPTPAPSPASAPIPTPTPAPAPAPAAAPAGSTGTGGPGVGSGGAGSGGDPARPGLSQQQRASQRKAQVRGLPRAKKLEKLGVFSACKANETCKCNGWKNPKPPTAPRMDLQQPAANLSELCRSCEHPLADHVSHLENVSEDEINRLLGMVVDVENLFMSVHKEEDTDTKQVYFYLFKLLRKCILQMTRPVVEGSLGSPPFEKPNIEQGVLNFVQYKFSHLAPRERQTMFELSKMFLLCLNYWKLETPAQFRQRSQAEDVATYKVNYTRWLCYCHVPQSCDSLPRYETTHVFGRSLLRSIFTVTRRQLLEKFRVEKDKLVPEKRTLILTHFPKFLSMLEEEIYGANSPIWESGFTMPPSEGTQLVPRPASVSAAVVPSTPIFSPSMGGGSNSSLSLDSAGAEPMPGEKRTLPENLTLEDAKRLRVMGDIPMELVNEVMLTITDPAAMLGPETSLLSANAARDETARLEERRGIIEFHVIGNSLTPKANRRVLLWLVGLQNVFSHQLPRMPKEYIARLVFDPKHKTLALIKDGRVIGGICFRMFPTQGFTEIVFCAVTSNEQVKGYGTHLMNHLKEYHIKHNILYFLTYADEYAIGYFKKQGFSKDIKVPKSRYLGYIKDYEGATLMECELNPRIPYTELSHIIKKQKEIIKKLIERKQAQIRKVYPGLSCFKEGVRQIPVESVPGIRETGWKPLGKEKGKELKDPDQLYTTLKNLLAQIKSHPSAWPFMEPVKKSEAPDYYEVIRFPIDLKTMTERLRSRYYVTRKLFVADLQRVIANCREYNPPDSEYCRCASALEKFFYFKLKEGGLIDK
#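 Enzyme at 20nM final was mixed with library compounds for 15 min at room temperature. Peptide H3(1-25) at 75uM, acetyl-CoA at 70uM and ThioGlo1 at 50uM were then added. Plates were read immediately and after 20 min (Ex340nm/Em540nm).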
# TDP1 cell noCPT = qHTS for Inhibitors of human tyrosyl-DNA phosphodiesterase 1 (TDP1): qHTS in cells in absence of CPT. AID 686978, 2013. DT40 Tdp1-/- hTDP1 cells, no CPT, ATP luminescence, 48 h. Potency, µM (series often up to 46.2 µM), for inactives: at the top dose activity change, negative = growth inhibition, most hits filed as inhibitors. 15% of 420,000 active; further: nearly all actives have a fitted effect of over 55% in size
#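 No-CPT arm: Tdp1-/-;hTDP1 DT40 cells (400/well) plus compounds, incubated ≥48 hr at 37 °C. Readout CellTiter-Glo luminescence.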
# DT40 TDP1 CPT = qHTS for Inhibitors of human tyrosyl-DNA phosphodiesterase 1 (TDP1): qHTS in cells in presence of CPT | Potency, µM (top dose mostly 46.2 µM), without a hit: at the highest dose activity change, negative = growth inhibition, hits mostly inhibitors | AID 686979, 2013 | 12% of 420,000 active | chicken DT40 Tdp1-/-;hTDP1 cells + 20 nM CPT, ATP luminescence, 48 h; further: nearly all actives have a fitted effect of over 55% in size
#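 Chicken DT40 Tdp1-/- cells complemented with human TDP1, 400 cells/well, exposed to compounds plus 20 nM camptothecin for at least 48 h at 37 C; viability read as ATP content by CellTiter-Glo luminescence.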
# * hit, by the source's call; ? = inconclusive; nt = not tested or not shown; & = joins results of further samples; ! = not confirmed by another sample; [ ] = remark or other dose. The call rests on the fitted dose curve; in most records, active means well fitted curve in the direction sought with a large enough effect; inconclusive means small, poorly fitted or top-dose-only effect, or another doubt; inactive means no such curve, though single readings can be large; an effect the other way counts as inactive or inconclusive. On the % scale 0 is the no-effect control and ±100 the full control effect; potency means the concentration at half of the fitted maximal effect. This is a subset; count on the stated rates, not on these rows.
SMILES,GCN5L2 inh,TDP1 cell noCPT,DT40 TDP1 CPT
C[C@H](CO)N1C[C@H](C)[C@@H](CN(C)Cc2ccccn2)Oc2ncc(Br)cc2C1=O,nt,3%,4%
O=C(CN1C(=O)NC2(CCCC2)C1=O)Nc1nc2ccc(F)cc2s1,-5%,1%,17%
COc1ccc(OC)c(CCNC(=O)c2sc3nc4n(c(=O)c3c2C)CCC4)c1,-18%,1%,-19%
O=C(c1ccc(S(=O)(=O)N2CCCCCC2)cc1)N1CCN(c2ccccc2)CC1,-19%,?,-18%
Cc1ccc(C(=O)c2oc3ccccc3c2NC(=O)Cc2coc3cc(C)ccc23)cc1,0%,?,?
C=CCn1c(SCC(=O)c2ccccc2)nnc1-c1ccc2c(c1)OCO2,-1%,?,?
CC(=O)c1sc(N/N=C/c2ccc(C(C)C)cc2)nc1C,-17%,?,-22%
O=C1CCCc2c1cc(C(=O)NC1CCSC1=O)c(=O)n2-c1ccccc1 (centres undefined),0%,-4%,3%
COC(=O)c1ccc(S(=O)(=O)N2CCc3ccccc32)cc1,-8%,?,-77%
CC(=O)Nc1cc(-c2ccccc2)ccc1O,-13%,?,21µM*
COc1cc2c(cc1C1C(C#N)=C(N)OC3=C1C(=O)CC(C)(C)C3)OCO2 (centres undefined),-14%,6%,12%
O=C(NNc1ccc(C2CCCCC2)cc1)C(O)(c1ccccc1)c1cccs1 (centres undefined),?,?,?
C=CCOc1cccc(CNn2nnnc2N)c1,-4%,-11%,-8%
CNC(=S)N(CCc1ccc(OC)c(OC)c1)C1CC(=O)N(c2ccccc2)C1=O (centres undefined),-9%,26µM*,?
COc1ccc(C)cc1NC(=O)C(C)N(c1ccc(C)cc1)S(C)(=O)=O (centres undefined),-3%,?,-8%
CS(=O)(=O)c1ccc(-c2cccc(NC(=O)c3ccco3)c2)nn1,-8%,18µM*,?
COC(=O)Cc1ccc(OC(=O)CCS(=O)(=O)c2ccc(C)cc2)cc1,-1%,3%,-1%
COc1cccc2cc(C(=O)NCC3CCCO3)c(=O)oc12 (centres undefined),0%,-25%,-4%
O=C(O)c1ccc(-c2nc3scc(-c4ccccc4)c3c(=O)[nH]2)cc1,0%,4%,-2%
CN(c1ccccc1)S(=O)(=O)c1ccc(NC(=O)c2cc(=O)c3ccccc3o2)cc1,-2%,16µM*,13µM*
CCOC(=O)CC1C(=O)NCCN1C(=O)c1cccc(C(F)(F)F)c1 (centres undefined),0%,-10%,0%
Cc1cnc(NC(=O)c2ccc3c(c2)C(=O)N(Cc2ccco2)C3=O)s1,-4%,-18%,-13%
Cc1cc(N2CCN(CC(O)C(F)(F)F)CC2)c2ccccc2n1 (centres undefined),-29%,-9%,?
COc1ccc(-c2cc(C(F)(F)F)nc(NC3CCCC3)n2)cc1OC,?,?,?
COc1ccc(N2CCN(C(=O)Cn3ncc4c([nH]c5ccccc54)c3=O)CC2)cc1,-1%,14%,-9%
CCN(CC)C(=O)c1ccccc1NS(=O)(=O)c1ccc(OC)c(C(=O)N2CCOCC2)c1,-6%,-2%,18%
CC(C)(C)C(=O)Nc1cccc(-c2nnc(-c3cccc(NC(=O)C(C)(C)C)c3)o2)c1,0%,?,?
COC(=O)[C@]12CCCCC=C1N(Cc1ccccc1)C(=O)[C@H](CC(=O)N1CCCCC1)C2,nt,?,?
CC1(C(=O)Nc2ccc3c(c2)OCO3)CCN1C(=O)CCc1ccc(Cl)cc1Cl (centres undefined),nt,?,?
COc1cccc(/C=N/NC(=O)NC2CCCCC2)c1O,-6%,-20%,1%
COc1ccc(N(CC(=O)N2CCc3ccccc32)S(=O)(=O)c2c(C)noc2C)cc1,2%,?,?
Cn1nc(C(=O)N2CCCC2)c2ccccc2c1=O,-18%,0%,-16%
O=C(CSc1nnc(NC(=O)c2ccco2)s1)Nc1ccccc1F,8%,?,-8%
CC(C)C[C@@H](CC#N)N1CCN(Cc2ccccc2)CCC1=O,0%,-5%&-1%,-6%&2%
CC(C)c1ccc(/C=C/C(=O)NCc2ccc(S(N)(=O)=O)cc2)cc1,0%,?,-17%
C#CCNC(=O)C[C@@H]1C[C@@]2(C(=O)OCC)CCC=C2N(Cc2ccc(Cl)cc2Cl)C1=O,nt,23µM*,?
O=C(COc1cccc(C(F)(F)F)c1)Nc1cccc(S(=O)(=O)NC2=NCCCCC2)c1,nt,26µM*,23µM*
CCn1c(COc2ccccc2C)nnc1SCC(=O)Nc1cc(C)on1,-1%,9%,6%
O=C(Cn1ccc(C(F)(F)F)n1)N=Nc1c(O)[nH]c2ccc(Br)cc12,-2%,-26%,-18%
CCN(CC)CCCOc1cc2nc(N3CCCN(C)CC3)nc(NC3CCN(C)CC3)c2cc1OC,nt,?,?
Fc1cccc(/C=N/Nc2nc3ccccc3[nH]2)c1,-17%,?,?
CCCc1cc(C(=O)Nc2ccc(C(=O)c3ccc(F)cc3)cc2)n(C)n1,-14%,?,?
O=C(CCN1C(=O)/C(=C\c2ccccc2F)SC1=S)N1CCCCC1,?,2.9µM*,3.7µM*
CC1=CC2=NC(=O)CC(C)(C(=O)N(CC(=O)NC3CCCC3)c3ccccc3C)N2C=C1 (centres undefined),7%,?,?
CCCCCCCCCCCCCCCC[n+]1ccc(/C=C/c2c[nH]c3ccccc23)cc1,nt,0.71µM*,0.89µM*
Cc1ccc(CCNC(=O)c2ccc(NC(=O)N3CCSc4ccccc43)cc2)cc1,0%,?,?
N#Cc1ccccc1Sc1ccccc1C(=O)NCC(c1ccco1)N1CCCC1 (centres undefined),1%,?,23µM*
O=C(CSc1cn(CC(=O)N2CCCC2)c2ccccc12)Nc1cc(C(F)(F)F)ccc1Cl,-12%,?,18µM*
Cc1noc(C(=O)Nc2cccc(Cl)c2)c1Cl,-4%,0%,7%
CC(=C/C(=O)O)/C=C/c1cccs1,0%,-16%,-13%

# Limited to GCN5L2 inh and DT40 TDP1 CPT, for 7 of the compounds above:
SMILES,GCN5L2 inh,DT40 TDP1 CPT
O=C(CN1C(=O)NC2(CCCC2)C1=O)Nc1nc2ccc(F)cc2s1,-5%,17%
COc1ccc(OC)c(CCNC(=O)c2sc3nc4n(c(=O)c3c2C)CCC4)c1,-18%,-19%
O=C(c1ccc(S(=O)(=O)N2CCCCCC2)cc1)N1CCN(c2ccccc2)CC1,-19%,-18%
Cc1ccc(C(=O)c2oc3ccccc3c2NC(=O)Cc2coc3cc(C)ccc23)cc1,0%,?
C=CCn1c(SCC(=O)c2ccccc2)nnc1-c1ccc2c(c1)OCO2,-1%,?
CC(=O)c1sc(N/N=C/c2ccc(C(C)C)cc2)nc1C,-17%,-22%
O=C1CCCc2c1cc(C(=O)NC1CCSC1=O)c(=O)n2-c1ccccc1 (centres undefined),0%,3%

# Looked up by structure from the entries so far (6):
SMILES,GCN5L2 inh,TDP1 cell noCPT,DT40 TDP1 CPT
CCN(CC)C(=O)c1ccccc1NS(=O)(=O)c1ccc(OC)c(C(=O)N2CCOCC2)c1,-6%,-2%,18%
O=C(CCN1C(=O)/C(=C\c2ccccc2F)SC1=S)N1CCCCC1,?,2.9µM*,3.7µM*
COc1ccc(N(CC(=O)N2CCc3ccccc32)S(=O)(=O)c2c(C)noc2C)cc1,2%,?,?
Cc1noc(C(=O)Nc2cccc(Cl)c2)c1Cl,-4%,0%,7%
CCCc1cc(C(=O)Nc2ccc(C(=O)c3ccc(F)cc3)cc2)n(C)n1,-14%,?,?
CC(=C/C(=O)O)/C=C/c1cccs1,0%,-16%,-13%

# The list continues.
SMILES,GCN5L2 inh,TDP1 cell noCPT,DT40 TDP1 CPT
C[C@@H](C(=O)Nc1ccccc1N1CCOCC1)N1C(=O)C2CC=CCC2C1=O (some centres undefined),0%,10%,-2%
Cc1ccc(/C=N/NC(=O)CNC(=O)COc2ccccc2)o1,1%,-25%,0%
CC(=O)c1cc(NC(=O)c2ccc(Cl)cc2)c(=O)oc1/C=C/N(C)C,-1%,?,?
Cc1cccc(N(C(=O)Cn2nnc3ccccc32)C(C(=O)NCc2ccco2)c2ccncc2)c1 (centres undefined),-1%,-14%,11%
c1ccc(CNc2ncnc3[nH]ncc23)cc1,-14%,23µM*,21µM*
COc1ccc2c(c1)c1c(c(=O)n(-c3ccccc3)c(=O)n1CC(=O)NCCC1=CCCCC1)n2C,0%,-1%,-20%
CCOc1ccc(S(=O)(=O)NCCC(=O)Nc2cccc(C(=O)OC)c2)cc1,1%,-22%,0%
O=C(O)c1cccc(S(=O)(=O)N2CCCC2)c1,-3%,16%,4%
CCOc1ccc2c(c1)C(C)=CC(C)(C)N2,-10%,?,13µM*!
O=C(NN=Cc1c(O)ccc2ccccc12)c1ccncc1,nt,3.7µM*,4.6µM*
CCNc1nc(NC(C)(C)C)nc(SCC(N)=O)n1,4%,-18%,-1%
CSCCC(N=C(NS(=O)(=O)c1ccc(Br)cc1)c1ccccc1)C(=O)O (centres undefined),-4%,-13%,3%
COc1ccc(S(=O)(=O)N(C)CC(=O)N2CCCCCC2)cc1,-1%,2%,-4%
CCOC(=O)CC1(C)NC(C(=O)O)C(C)(C)S1 (centres undefined),nt,4%,2%
COc1ccccc1OCC(=O)Nc1nc(C)c(C)s1,-5%,?,3%
CCOC(=O)CCCCC(=O)c1[nH]c(=O)[nH]c1CSc1nc(C)cc(=O)[nH]1,0%,9%,4%
COc1ccc(NC(=O)c2cc(C)no2)cc1,34%[activator],8%,-3%
COC(=O)C(C)Sc1nnc2n(-c3cccc(C)c3)c(=O)c3c4c(sc3n12)CCCC4 (centres undefined),-4%,?,?
CC(C(=O)Nc1sc2c(c1C#N)CCCCC2)N1C(=O)c2ccccc2C1=O (centres undefined),-1%,7%,17%
COc1ccccc1NC(=O)COC(=O)c1ccc(S(=O)(=O)N2CCCCCC2)cc1,-10%,6%,6%
COc1ccc2nc(N3CCN(C(=O)c4ccc([N+](=O)[O-])o4)CC3)sc2c1,-5%,21µM*,15µM*
Cn1nnnc1SCC1=C(C(=O)O)N2C(=O)[C@@H](NC(=O)[C@H](O)c3ccccc3)[C@H]2SC1,-11%,?,0%
COc1cc(OC)cc(-c2cc3ncccc3cn2)c1,-5%,?,?
COc1ccc(S(=O)(=O)N2CCC(C(=O)NC3CCCCC3)CC2)cc1OC,-4%,-14%,-21%
COC(=O)c1ccccc1NC(=O)NCc1ccccc1,-9%,-19%,-2%
CCOC(=O)c1cc(OCC(=O)NC(C)C(C)C)cc(C(=O)OCC)c1 (centres undefined),-2%,-19%,-2%

# Whole records, quoted from the list.
# CCNc1nc(NC(C)(C)C)nc(SCC(N)=O)n1 is entered as GCN5L2 inh: 4%; TDP1 cell noCPT: -18%; DT40 TDP1 CPT: -1%
# COC(=O)c1ccccc1NC(=O)NCc1ccccc1 is entered as GCN5L2 inh: -9%; TDP1 cell noCPT: -19%; DT40 TDP1 CPT: -2%
